High-throughput results as filed in PubChem.
phage Ecoli inh = growth loss of phage-infected E. coli, primary screen, RecBCD inhibitor project, absorbance, with phage, HTS. inhibition, % at 11.9 µM. 360,000 tested, 0.26% active. AID 651602, 2012; in the data active = inhibition above about 11%
Arr AP2 block = inhibitors of beta-arrestin/AP2 binding, primary screen, biochemical, GPCR trafficking, flow cytometry. FITC-arrestin peptide / GST-AP2 beads; AP2 beta2 appendage carries R879A mutation. inhibition, % at 10 µM. 340,000 tested, 0.31% active;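 active = inhibition above a set limit, near 3 SD of compounds lacking own fluorescence, cut at about 54% in these data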;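 also: plate controls were DMSO wells for no effect and 5 µM unlabelled arrestin peptide for full effect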
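system = GST-tagged AP2 beta2-adaptin appendage (R879A) on 4 µm glutathione beads | reagent = FITC-labelled arrestin peptide probe, 50 nM final | schedule = compound with beads 12 min RT, then probe 1 h RT | signal = HyperCyt-sampled flow cytometry, FL1 channel, ex 488/em 535 nm | read-out = percent response from loss of bead-bound FITC fluorescence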
PKA-R1A activ = activators of PKA-R1A holoenzyme, primary screen, biochemical, fluorescence polarization, Cy5-IP20, bovine R1A, mouse PKAc | cAMP-dependent protein kinase type I-alpha regulatory subunit (Bos taurus) + … | PKA-R1A dissociation; scaled: DMSO 0%, 113 µM cGMP 100% | activation, % at 11.4 µM | 340,000 tested, 0.083% active | AID 504707, 2011;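 active = percent activation above the mean of all tested compounds plus 3 SD, cut at about 19% in these data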;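 also: higher means more PKAc released from R1A so a rise in polarization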
MOR-DOR inv ag = inverse agonists of MOR-DOR heterodimerization, primary screen, cell-based, luminescence. cell-based MOR-DOR heterodimer luminescence, inverse agonism. 340,000 tested, 0.21% active. inhibition, % at 9.3 µM. Mu-type opioid receptor (Homo sapiens) + Delta-type opioid receptor (Homo sapiens), …; in the data active = inhibition above about 22%, passing the limit was not always enough;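 also: 0% = cells with DMSO and 100% = wells without cells with DMSO; values of inactives mirror those of a sister screen read the other way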
Target sequence (P35372 whole entry, looked up): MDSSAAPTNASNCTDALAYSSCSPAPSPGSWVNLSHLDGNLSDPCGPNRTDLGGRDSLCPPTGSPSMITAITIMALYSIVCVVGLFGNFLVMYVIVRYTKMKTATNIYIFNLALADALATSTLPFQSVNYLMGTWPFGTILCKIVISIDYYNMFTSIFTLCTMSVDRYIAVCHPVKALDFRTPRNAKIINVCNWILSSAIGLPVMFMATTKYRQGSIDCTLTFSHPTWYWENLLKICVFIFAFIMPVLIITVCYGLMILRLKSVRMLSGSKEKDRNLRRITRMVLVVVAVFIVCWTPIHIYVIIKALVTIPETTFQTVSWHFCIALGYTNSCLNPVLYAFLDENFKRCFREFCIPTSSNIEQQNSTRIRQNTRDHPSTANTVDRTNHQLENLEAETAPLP
Target sequence (P41143 whole entry, looked up): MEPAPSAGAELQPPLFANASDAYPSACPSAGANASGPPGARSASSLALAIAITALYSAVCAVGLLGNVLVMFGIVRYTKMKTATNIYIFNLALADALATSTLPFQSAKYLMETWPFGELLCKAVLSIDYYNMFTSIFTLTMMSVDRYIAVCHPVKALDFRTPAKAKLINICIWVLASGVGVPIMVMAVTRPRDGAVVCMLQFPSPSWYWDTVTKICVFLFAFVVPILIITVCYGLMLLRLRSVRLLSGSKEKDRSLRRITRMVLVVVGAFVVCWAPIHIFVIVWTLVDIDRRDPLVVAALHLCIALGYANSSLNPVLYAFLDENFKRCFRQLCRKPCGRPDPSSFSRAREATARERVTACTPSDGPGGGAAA
SUMO Mot1 rescue = yeast Mot1-301 growth rescue at high temperature, primary screen, SUMOylation pathway inhibitor project, S. cerevisiae, ATP luminescence, 38.5C. growth rescue, % at 18.8 µM. AID 2716, 2010. S. cerevisiae Mot1-301 growth rescue; percent above DMSO median, 100 means doubled. 320,000 tested, 1% active;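 active = every valid replicate shows activation above 250% relative to neutral control wells; inactive = the rest, any valid replicate at or below 250%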;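 also: OY570 slx delta 5 strain wells were the positive control but not used for scaling; some compounds called inactive have numbers as strong as hits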
OPRM1-OPRD1 ag = agonists of OPRM1-OPRD1 heterodimerization, primary screen, cell-based, luminescence | Mu-type opioid receptor (Homo sapiens) + Delta-type opioid receptor (Homo sapiens), … | cells | activation, % at 9.3 µM | 340,000 tested, 0.3% active; in the data active = activation above about 18%;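 also: 0% = vehicle-treated cells and 100% = reference agonist; values of inactives mirror those of a sister screen read the other way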
AddAB inh = growth inhibition of E. coli expressing H. pylori AddAB, primary screen, AddAB inhibitor project, absorbance; inhibition, % at 11.9 µM; 330,000 tested, 0.29% active; AID 435030, 2010; in the data active = inhibition above about 12%;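 also: 0% = vehicle wells of infected cells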
Pemphigus Ab inh = inhibitors of pemphigus antibody binding to DSG3, primary screen, biochemical, bead-based, flow cytometry, scFv-GFP | DSG3-coupled beads, scFv-anti-DSG3-GFP binding; hits give low values | binding (percent of control), % at 10 µM | 310,000 tested, 0.48% active;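 active = binding more than 3 SD below its plate's average and above zero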;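 also: hits lower antibody fragment binding to DSG3; some compounds called inactive have numbers as strong as hits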
Ecoli viability = E. coli V3065 growth inhibition, primary screen, counter-screen for AddAB inhibitor project, absorbance, OD600; AID 449728, 2010; 18 h; inhibition, % at 11.9 µM; 330,000 tested, 0.27% active;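 active = inhibition above the campaign's mean inhibition across all tested compounds plus 3 SD, cut at about 9.9% in these data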;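 also: uninfected addAB+ strain grown without phage in ampicillin broth; 0% = DMSO wells and 100% = ciprofloxacin 0.95 µg/ml wells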
Tat export inh = E. coli Tat export inhibitors, primary screen, MC4100, TorA-mCherry reporter, fluorescence, single point. inhibition, % at 10 µM. 340,000 tested, 0.036% active. AID 488895, 2010;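 active = mean replicate inhibition at least 50% and at least half of replicates individually reaching 50%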;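 also: exported cargo escapes ClpAP degradation while cytoplasmic cargo is degraded and loses fluorescence; 0% = median of neutral control wells and 100% = median of NaSCN control wells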
PfHsp90 set2 = growth inhibition of PfHsp90-expressing yeast, primary screen, antimalarial PfHsp90 inhibitor project, S. cerevisiae, BacTiter-Glo luminescence, single point, set 2. 310,000 tested, 0.32% active. BacTiter-Glo ATP, 48 h; yeast lacking PDR1 and PDR3 efflux regulators. AID 504621, 2011. inhibition, % at 9.4 µM;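 active = every replicate shows inhibition above about 80%, whatever the replicate mean, limit read from the data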;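 also: 0% = DMSO neutral controls and 100% = 20 µM radicicol positive controls; yeast relying on Plasmodium falciparum Hsp90 in place of its own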
* hit, by the source's call; nt = not tested or not shown. Compounds as they come; about 2.8% have a hit in one of these screens.

SMILES,phage Ecoli inh,Arr AP2 block,PKA-R1A activ,MOR-DOR inv ag,SUMO Mot1 rescue,OPRM1-OPRD1 ag,AddAB inh,Pemphigus Ab inh,Ecoli viability,Tat export inh,PfHsp90 set2
CN(C)CCN1C(=O)C2C3C=CC(C3)C2C1=O (centres undefined),1.1,-5,-5,1,1,-0.2,1.7,99,0.4,-6,1
Cc1[nH]c2ccccc2c1C(=O)CSc1nc2ncc(Cl)cc2[nH]1,2.3,-2,-8,-43,1,9.1,5.5,102,0.9,2,-28
COc1ccc(Oc2ncnc3c2oc2ccc(Br)cc23)cc1,4.2,23,-4,11,14,-1.8,1.8,97,-2.2,-3,-26
Cc1nnc2ccc(-c3cccc(NS(=O)(=O)c4cc(F)ccc4F)c3)nn12,-2.5,3,-1,-13,3,2.1,3.1,103,2.7,3,0
COc1ccc(CNC(=O)CNS(=O)(=O)c2ccc(Cl)cc2)cc1,-0.9,9,-1,-12,-9,1.8,-1.0,90,-1.6,1,-22
Cc1c(-c2ccccc2)[nH]n2c(=O)c3c(nc12)CCCC3,-1.5,-4,3,11,-19,-2.0,3.9,127,0.3,-4,15
O=C(N/N=C/c1cc(Cl)cc([N+](=O)[O-])c1O)C(O)(c1ccccc1)c1ccccc1,2.1,-4,9,18,-6,-3.7,4.8,151,1.2,15,-4
O=S(=O)(c1ccc(F)cc1)N1CCC(N2CCCC2)CC1,nt,2,-13,7,7,-1.3,-2.3,94,-1.3,-3,-19
COC(=O)C1(C)CCC(C(=O)Nc2ccccc2)C1(C)C (centres undefined),1.2,7,-10,14,1,-2.9,0.2,nt,2.6,3,9
Cc1cccc(NC(=O)c2n[nH]c([N+](=O)[O-])c2Br)c1C,1.2,12,2,9,80,-1.6,1.0,99,1.5,7,6
Cc1ccc(C(=O)Cn2c(C(=O)OCCO)cc3ccccc32)cc1,-1.3,-4,8,10,-1,-1.9,nt,110,nt,4,3
CC1CCN(S(=O)(=O)c2ccc(NC(=O)Cn3nnc(-c4ccccc4)n3)cc2)CC1,3.1,1,-6,-168,11,31*,-0.2,99,0.7,-11,-23
Cn1cccc1Cc1nnc(SCC(N)=O)n1-c1ccc(F)cc1,1.8,21,-13,13,-2,-2.5,6.1,108,0.5,9,-30
CCc1ccccc1N/C(=N\S(=O)(=O)c1ccccc1)C(F)(F)F,3.1,-4,-5,-1,-10,0.2,0.6,93,-3.4,14,-20
Cc1ccc(NC(=O)CS(=O)CC(=O)Nc2ccc3c(c2)OCO3)cc1Cl (centres undefined),1.9,25,-5,8,672,-1.5,1.6,98,-5.5,4,-23
CN1CCN(S(=O)(=O)c2ccc(Sc3nc4ccccc4[nH]3)c3nsnc23)CC1,1.8,5,1,0,59,0.1,4.3,nt,-1.9,-2,-18
Cc1ccc(NC(=O)c2cccs2)cc1NC(=O)c1cccc(F)c1,2.4,-3,-4,12,11,-2.5,1.0,121,3.3,5,8
CCOC(=O)c1cnn(CCOC(=O)c2ccc(F)cc2)c1NC(=O)c1ccc(F)cc1,2.3,7,-3,-2,-14,0.3,5.6,99,-1.2,1,-11
Cc1cccc(N2CCN(S(=O)(=O)c3cccc4nonc34)CC2)c1C,3.7,8,-5,-3,-8,0.5,1.7,98,0.5,4,-17
O=C(NC12CC3CC(CC(C3)C1)C2)c1ccc(Br)o1,2.5,3,4,-12,5,2.1,0.4,94,0.0,2,13
COc1cc(C)c(C(=O)CC(=O)c2c(C)cc(OC)cc2C)c(C)c1,2.5,42,nt,nt,-18,nt,8.6,106,6.0,nt,nt
COC(=O)CNC(=O)C1CCCN1C(=O)CNC(=O)OC(C)(C)C (centres undefined),-0.1,-6,2,11,-6,-2.5,1.7,104,-1.6,2,1
CSc1nc2ccccc2c(=O)n1C1CCCCC1,2.0,31,5,-36,73,8.0,3.3,101,-1.7,8,11
CCOc1ccc(C(=O)c2cnc3ccccc3c2N2CCN(CC)CC2)cc1,2.0,6,14,11,5,-2.2,1.8,109,0.3,-1,-4
CC(C)NC(=O)C1CCCN(S(=O)(=O)c2cccs2)C1 (centres undefined),1.6,-5,-6,9,7,-2.1,3.6,nt,0.2,-6,1

Three compounds already listed, sorted by their value in Tat export inh, largest number first:
| Molecule | Tat export inh |
| --- | --- |
| Cn1cccc1Cc1nnc(SCC(N)=O)n1-c1ccc(F)cc1 | 9 |
| COC(=O)C1(C)CCC(C(=O)Nc2ccccc2)C1(C)C (centres undefined) | 3 |
| CN(C)CCN1C(=O)C2C3C=CC(C3)C2C1=O (centres undefined) | -6 |

The main list resumes with the two entries that preceded the break.
SMILES,phage Ecoli inh,Arr AP2 block,PKA-R1A activ,MOR-DOR inv ag,SUMO Mot1 rescue,OPRM1-OPRD1 ag,AddAB inh,Pemphigus Ab inh,Ecoli viability,Tat export inh,PfHsp90 set2
CCOc1ccc(C(=O)c2cnc3ccccc3c2N2CCN(CC)CC2)cc1,2.0,6,14,11,5,-2.2,1.8,109,0.3,-1,-4
CC(C)NC(=O)C1CCCN(S(=O)(=O)c2cccs2)C1 (centres undefined),1.6,-5,-6,9,7,-2.1,3.6,nt,0.2,-6,1
N#Cc1ccccc1NC(=O)COc1ccc2c(c1)OCO2,4.3,-5,-13,13,9,-1.9,5.0,84,1.9,-13,-5
O=C1CC(N2CCN(c3ccc(O)cc3)CC2)C(=O)N1Cc1cccs1 (centres undefined),2.2,2,-1,-1,3,0.3,1.0,101,-2.8,3,-7
COc1ccc(N2CCN(C(c3ccccc3OC)c3nnnn3Cc3ccco3)CC2)cc1 (centres undefined),2.7,39,-3,11,9,-2.0,1.9,99,1.6,-4,4
Cc1ccsc1-c1nc(CSCC(=O)NCCN2CCCC2)c(C)o1,0.1,23,-11,12,-4,-2.5,0.2,105,-0.4,3,-3
NC(=O)c1ccc(NC(=O)CCN2C(=O)c3ccccc3C2=O)cc1,0.2,39,-1,4,-6,-0.8,-2.3,100,-0.5,0,-13
CCOc1ccc(CN2CCN(C(=O)c3cccc4ccccc34)CC2)cc1,-1.6,28,-6,5,19,-1.0,0.7,107,-1.5,6,-9
COc1cccc(CN2CCN(C(c3ccccc3)c3ccccc3)CC2)c1O,0.1,-4,-5,-33,147,6.4,2.6,113,-0.5,-2,12
CCN1CCN(CCNC(=O)c2ccc(/C=C3/Sc4ccccc4N(Cc4cccc(C)c4)C3=O)cc2)CC1,1.7,25,-15,4,90,-0.7,-1.6,103,-2.6,24,11
O=C(CSc1nnc(-c2cccc(F)c2)o1)N1CCOCC1,1.8,-7,-7,9,33,-1.2,-0.4,109,1.2,3,8
N#Cc1ccc(CSc2nnc(-c3ccncc3)o2)cc1,4.5,26,-9,20,-4,-4.1,1.4,100,-1.6,-4,16
COc1ccc(CC(=O)Nc2ccc(C(=O)Nc3ccccc3C(=O)O)cc2)cc1OC,4.2,11,-5,23,-5,-4.6,-0.3,85,-1.5,-9,17
Cn1c(=O)[nH]c(=O)c2c1nc(N1CCCCCC1)n2CCSc1nc2ccccc2o1,nt,-1,7,-14,-5,2.6,-1.1,108,-2.0,-8,-7
COc1cc(NC(=O)c2ccco2)c(C(=O)OCC(=O)Nc2ncc(Cl)cc2Cl)cc1OC,3.8,-4,3,-26,14,4.7,0.5,103,0.9,-14,-15
O=C(COC(=O)/C=C/c1ccccc1Cl)NCc1ccco1,0.0,-11,11,-5,-23,0.9,1.3,98,0.7,1,7
CCn1cc(Br)c(C(=O)Nc2ccc(Cl)cc2Cl)n1,1.0,6,-11,4,-27,-0.9,3.9,97,-0.2,-5,-28
CC(=O)OC/C=C(\C)CCC=C(C)C,3.7,0,-4,12,72,-2.2,2.2,95,-1.8,0,-7
COC(=O)c1ccc(Cn2nc(C)c([N+](=O)[O-])c2C)o1,3.0,22,6,10,200,-2.1,2.0,98,4.5,5,16
CC(c1ccncn1)N(C)C(=O)c1ccc2oc(Cc3ccccc3)nc2c1 (centres undefined),0.7,23,8,12,3,-2.3,3.8,103,1.2,7,9
CC(C)(C)N1CCC1CN (centres undefined),-2.7,6,10,14,nt,-3.2,nt,126,nt,5,46
